# Assay outcomes: PubChem, National Center for Advancing Translational Sciences (NCATS)
# aGlu spleen mod: inhibits or activates alpha-glucosidase in human spleen homogenate | human spleen homogenate, 4-MU-alpha-glucoside fluorescence | Potency, µM (titrated, usually from 79.9 µM), without a hit: at the highest dose activity change, negative = inhibition, actives largely listed as inhibitors | actives 0.006% (n = 240,000) | AID 2112;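 also: 0% = enzyme with vehicle and -100% = no enzyme basal signal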
#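 AC50 values come from Hill-equation fits of concentration-response data, normalized to no-enzyme and full-activity controls. Enzyme source: 1 ug human spleen homogenate; 1 mM fluorogenic 4-MU glucoside, pH 5.0 citrate buffer, 37 C, 40 min.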
# GAA glycogen mod: alters human alpha-glucosidase cleavage of glycogen; AID 2100; Potency, µM (titrated, usually from 76.4 µM), for the others: at the top dose activity change, negative = inhibition, usual class: inhibitors; recombinant GAA, glycogen substrate, Amplex Red glucose oxidase fluorescence; actives 0.38% (n = 300,000);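 also: 0% = full enzyme reaction and -100% = no-enzyme basal signal; the screen sought inhibitors and activators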
#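 Recombinant human alpha-glucosidase (4 nM final) hydrolysed bovine liver glycogen (30 ug) for 40 min at 37 C in pH 5.0 citrate/phosphate with 0.01% Tween-20. Released glucose detected by glucose oxidase/Amplex Red, Ex 573/Em 610 nm. Compounds up to 77 uM; AC50 from Hill fits.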
# JMJD2E inh: JMJD2E (human) inhibition | Potency, µM (doses to about 57.1 µM), for the others: top-dose activity change, negative = inhibition, usual class: inhibitors | actives 1.6% (n = 230,000) | JMJD2E catalytic domain, FDH-coupled NADH fluorescence (FDH is formaldehyde dehydrogenase) | B2RXH2; active = well fitted inhibition curve with a large enough effect, not every such curve was filed as active; inconclusive = small, poorly fitted or top-dose-only effect, or another doubt; inactive = no such curve, though single readings can be large or run the other way;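 also: 0% = wells with enzyme and -100% = buffer wells without enzyme; nearly all actives have a fitted effect of over 50% in size; many of its hits are not listed in these tables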
# aGal spleen mod: inhibits or activates alpha-galactosidase in human spleen homogenate; P06280; Potency, µM (top dose mostly 80 µM), inactives show top-dose activity change, negative = inhibition, actives largely listed as inhibitors; actives 0.008% (n = 240,000); human spleen homogenate, 4MU-alpha-Gal fluorescence, 40 min; AID 2107;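 also: 0% = enzyme with vehicle and -100% = no enzyme basal signal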
# Target sequence (P06280 32-429 limits assumed): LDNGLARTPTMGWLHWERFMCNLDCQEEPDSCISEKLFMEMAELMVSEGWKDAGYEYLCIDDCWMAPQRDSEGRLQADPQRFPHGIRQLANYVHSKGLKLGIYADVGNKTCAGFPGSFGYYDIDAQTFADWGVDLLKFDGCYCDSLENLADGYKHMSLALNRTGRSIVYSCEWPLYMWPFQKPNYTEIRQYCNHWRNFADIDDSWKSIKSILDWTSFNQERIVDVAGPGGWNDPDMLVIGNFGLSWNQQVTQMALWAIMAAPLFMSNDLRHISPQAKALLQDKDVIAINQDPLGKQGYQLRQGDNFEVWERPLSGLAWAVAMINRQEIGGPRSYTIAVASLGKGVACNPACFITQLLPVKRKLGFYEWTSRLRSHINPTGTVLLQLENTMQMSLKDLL
#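 Fluorogenic readout (Ex 365/Em 440 nm) of 4-methylumbelliferone released from 1 mM 4-MU-alpha-galactoside by spleen homogenate, 40 min at 37C, pH 5.0. Data normalized to no-enzyme and enzyme controls; Hill-equation AC50 from compound titrations.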
# ALDH1A1 block: inhibitors of human aldehyde dehydrogenase 1A1. Purified ALDH1A1, NADH fluorescence, propionaldehyde substrate. Potency, µM (top dose mostly 75.3 µM), for the others: at the top dose activity, negative = inhibition, most hits filed as inhibitors. P00352. AID 1030. actives 7.3% (n = 220,000); active = well fitted inhibition curve with a large enough effect, not every such curve was filed as active; inconclusive = small, poorly fitted or top-dose-only effect, or another doubt; inactive = no such curve, though single readings can be large or run the other way;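 also: plate controls were no enzyme wells and a reference inhibitor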
# Target sequence (P00352 whole entry, looked up): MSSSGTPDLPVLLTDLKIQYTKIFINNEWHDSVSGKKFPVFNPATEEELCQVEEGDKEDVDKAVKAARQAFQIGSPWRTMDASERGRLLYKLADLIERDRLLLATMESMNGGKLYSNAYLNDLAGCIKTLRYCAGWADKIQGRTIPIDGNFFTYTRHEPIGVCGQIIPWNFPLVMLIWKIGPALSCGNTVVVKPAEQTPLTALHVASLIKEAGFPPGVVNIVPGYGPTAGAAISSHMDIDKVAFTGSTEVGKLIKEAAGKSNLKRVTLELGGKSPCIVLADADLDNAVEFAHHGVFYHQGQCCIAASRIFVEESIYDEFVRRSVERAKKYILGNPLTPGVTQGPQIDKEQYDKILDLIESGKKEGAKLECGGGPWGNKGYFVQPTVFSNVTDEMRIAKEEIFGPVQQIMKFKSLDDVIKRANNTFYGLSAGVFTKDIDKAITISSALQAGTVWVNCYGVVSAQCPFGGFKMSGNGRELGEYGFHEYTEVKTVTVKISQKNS
# GAA inhib: alpha-glucosidase (human) inhibition; P10253; purified human GAA, 4-MU-alpha-glucoside fluorescence; Potency, µM (highest dose often 76.9 µM), without a hit: at the top dose activity change, negative = inhibition, usual class: inhibitors; actives 0.005% (n = 200,000); AID 1466;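 also: plate controls were uninhibited enzyme wells for no effect and no-enzyme background for full effect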
#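 Enzyme (4 nM final) mixed with compound (up to 77 uM), then 4-MU-alpha-D-pyranoside (400 uM final) added; 20 min at room temperature, pH 5.0. Reaction stopped at pH 10, fluorescence read, AC50 derived by Hill fit.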
# SMN2 splice up: increases expression of the SMN2 splice variant | AID 1458 | actives 2.8% (n = 210,000) | Potency, µM (titrated, usually from 46.1 µM), for the others: at the top dose activity change, positive = activation, hits mostly activators | HEK293 SMN2-luciferase splicing reporter, luminescence, 30-36 h; also: % of control where 0% means no effect; nearly all actives have a fitted effect of over 55% in size
#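 qHTS luciferase splicing reporter: luminescence rises when SMN2 exon 7 is included in transfected HEK293 cells. Compound exposure lasted 30-36 h at 37C, with 4.5 mM final sodium butyrate as control, followed by a ONE-Glo read.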
# GoLoco inh red: RGS12 GoLoco-Gai1 interaction inhibition. AID 880. actives 0.44% (n = 230,000). P63096. Potency, µM (series often up to 61.6 µM), inactives show at the top dose activity, negative = inhibition, most hits filed as inhibitors. Gai1:RGS12 GoLoco peptide FP, rhodamine, 10 min; active = well fitted inhibition curve with a large enough effect, not every such curve was filed as active; inactive = no such curve, though single readings can be large or run the other way; also: % is scaled to controls: 0 for no effect and ±100 for the full control effect; nearly all actives have a fitted effect of over 30% in size; many of its hits are not listed in these tables
# * hit, by the source's call; ? = inconclusive; . = no result given; & = joins results of further samples; [ ] = another dose, or the depositor's remark. Unless noted, calls follow the shape of the dose curve; as a rule, active = well fitted curve in the direction sought with a large enough effect; inconclusive = small, poorly fitted or top-dose-only effect, or another doubt; inactive = no such curve, though single readings can be large; an effect the other way counts as inactive or inconclusive. Potency is read from the fitted curve at half-maximal effect. Some of the compounds tested. The share of hits here may be higher or lower than overall.
SMILES,aGlu spleen mod,GAA glycogen mod,JMJD2E inh,aGal spleen mod,ALDH1A1 block,GAA inhib,SMN2 splice up,GoLoco inh red
Cc1csc(NC(=O)c2ccoc2C)n1,-0.8%,0.3%,-2.3%,4.7%,?,-4.2%,12.6µM*,13.7%
CCCc1n[nH]c2c1/C(=N/O)CC(c1ccccc1)C2 (configuration not stated),-4.7%,-5.2%,0.1%,-2.2%,5.1%,1.1%,12.1%,7.9%
CSCCC(NC(=O)c1ccc(Cl)cc1)C(=O)OCC(=O)Nc1cc(Cl)ccc1C#N (configuration not stated),-8.5%,-1.1%,?,-12.4%,-7.0%,-0.2%,10.9%,2.5%
COC(=O)c1c(SCC(=O)Nc2ccc(C)cc2)nc(=O)[nH]c1C,-8.1%,3.9%,-5.3%,?,?,5.1%,6.2%,7.9%
COC(=O)c1ccc(N2C(=O)CC(NCc3ccccc3)C2=O)cc1 (configuration not stated),-5.8%,-5.2%,8.1%,-23.6%,?,-8.2%,?,4.1%
COC(=O)Nc1c(C)nn(Cc2ccccc2C)c1C,-9.8%,6.4%,-1.5%,-9.0%,2.0%,-3.9%,-9.5%,-2.3%
Cc1cc(=O)[nH]c(N2CCOCC2)n1,1.3%,-8.0%,-7.7%,4.3%,9.0%,8.1%,7.4%,16.9%
O=C(Nc1ccc(N2CCOCC2)cc1)c1cc2ccccc2o1,-7.8%,0.3%,?,1.6%,?,1.5%,2.82µM*,-2.5%
Cc1cc(=O)n2nc(N3CCCC3C(=O)NCc3ccccn3)sc2n1 (configuration not stated),-11.6%,-1.4%,2.3%,-11.4%,7.7%,-1.9%,1.7%,3.7%
COc1ccc(C(=O)N2CCC[C@@]3(CCN(c4cccc(-c5ccccc5)c4)C3)C2)cc1,-7.3%,.,.,-10.5%,?,.,-33.8%[inhibitor],17.2%
O=C(COC(=O)c1nc(-c2ccccc2)n(-c2cccc(C(F)(F)F)c2)n1)NCc1cccs1,-1.6%,-6.8%,-0.4%,2.3%,-2.8%,0.1%,-6.2%,6.0%
Cc1cc2c(cc1C)CSC(c1ccc3ccccc3c1O)SC2,-3.1%,-17.1%,?,1.4%,12.0%,-19.1%,5.0%,12.9%
Cc1ccc(S(=O)(=O)Oc2ccccc2/C=N/NC(=O)c2c(Cl)cnn2C)cc1,-9.9%,-6.7%,-2.8%,-1.3%,-7.7%,-1.7%,-14.9%,1.2%
O=C(CN1C(=O)C2CC=CCC2C1=O)Nc1nccs1 (configuration not stated),-8.7%,-7.7%,3.5%,4.8%,3.2%,8.8%,14.3%,-14.9%
CCOC(=O)C1CCN(S(=O)(=O)c2ccc(OC)c(Cl)c2)CC1,3.4%,19.1%,2.5%,-1.5%,-6.5%,1.8%,-11.2%,5.8%
CS(=O)(=O)N(CC(=O)NCCSc1ccccc1)c1ccc2c(c1)OCO2,-5.2%,7.2%,-6.0%,9.3%,?,0.0%,-1.0%,-12.9%
N#CCCn1c(=O)c(-c2cc(F)cc(F)c2)nc2cnc(N3CCOCC3)nc21,-8.9%,.,.,11.1%,?,.,.,4.1%
O=C(C1CCC(CNc2c(N3CCCCC3)c(=O)c2=O)CC1)N1CCc2ccccc2C1 (configuration not stated),9.4%,2.4%,-1.3%,-3.8%,-2.0%,-2.0%,-22.7%,-1.2%
O=C(NCCc1ccc(F)cc1)Nc1ccc2c(c1)OCO2,0.4%,3.2%,-2.8%,-1.4%,-3.0%,-2.1%,.,9.5%
O=C(NC12CC3CC(CC(C3)C1)C2)N(Cc1ccccc1)Cc1ccncc1,3.7%,-2.4%,0.0%,0.6%,?,?,-2.1%,-1.7%

# Some of these compounds in order of formula weight, ascending:
SMILES,aGlu spleen mod,GAA glycogen mod,JMJD2E inh,aGal spleen mod,ALDH1A1 block,GAA inhib,SMN2 splice up,GoLoco inh red
O=C(CN1C(=O)C2CC=CCC2C1=O)Nc1nccs1 (configuration not stated),-8.7%,-7.7%,3.5%,4.8%,3.2%,8.8%,14.3%,-14.9%
O=C(NCCc1ccc(F)cc1)Nc1ccc2c(c1)OCO2,0.4%,3.2%,-2.8%,-1.4%,-3.0%,-2.1%,.,9.5%
N#CCCn1c(=O)c(-c2cc(F)cc(F)c2)nc2cnc(N3CCOCC3)nc21,-8.9%,.,.,11.1%,?,.,.,4.1%
CS(=O)(=O)N(CC(=O)NCCSc1ccccc1)c1ccc2c(c1)OCO2,-5.2%,7.2%,-6.0%,9.3%,?,0.0%,-1.0%,-12.9%
O=C(COC(=O)c1nc(-c2ccccc2)n(-c2cccc(C(F)(F)F)c2)n1)NCc1cccs1,-1.6%,-6.8%,-0.4%,2.3%,-2.8%,0.1%,-6.2%,6.0%

# Going on with the list:
SMILES,aGlu spleen mod,GAA glycogen mod,JMJD2E inh,aGal spleen mod,ALDH1A1 block,GAA inhib,SMN2 splice up,GoLoco inh red
CCOC(=O)/C(C#N)=C/c1cn(CCC(=O)O)nc1-c1ccc(Cl)cc1,-19.9%,-6.7%,-3.6%,8.1%,1.1%,-0.7%,0.9%,11.0%
CCN1C(=O)/C(=C/C=C2\C=CN(CC)c3ccccc32)SC1=S,0.4%,10.5%,?,-1.1%,?,-3.0%,9.1%,12.2%
CCOc1ccc(NC(=O)c2ccc3c(SCC(=O)O)c4c(nc3c2)CCCC4)cc1,-2.1%,0.0%,-1.3%,-1.8%,?,2.2%,4.8%&-1.9%,7.7%
COc1ccccc1C(=O)CSc1nnc(-c2ccco2)o1,-5.6%,1.7%,-3.4%,-13.2%,-2.3%,-2.5%,9.7%,9.8%
CN(C)S(=O)(=O)c1ccc(C(=O)OCCCN=C2NS(=O)(=O)c3ccccc32)cc1,-1.5%,-15.4%,9.0%,10.3%,9.0%,-17.0%,-3.0%,7.6%
NC(=O)C1CCCN(S(=O)(=O)c2ccc(Br)cc2)C1 (configuration not stated),-1.6%,4.3%,6.3%,2.2%,-1.2%,-3.5%,-3.8%,20.1%
CC(=O)Nc1cccc(C(=O)Nc2ccccc2C(=O)O)c1,5.1%,4.0%,-5.6%,10.4%,-2.7%,0.0%,4.8%,14.2%
CSC(=Nc1ccccc1)C(C#N)c1nc2ccccc2[nH]1 (configuration not stated),-3.4%,-15.3%,4.2%,6.8%,.,.,.,5.5%
COc1cc(C(=O)OC(C)C(=O)N2CCc3ccccc3C2)ccc1OCC(=O)N1CCOCC1 (configuration not stated),-9.4%,4.7%,?,-4.5%,0.6%,-7.2%,4.0%,1.6%
CN(C)Cc1ccccc1-c1cc(NC2CC2)ncn1,-5.3%,.,-9.5%,0.6%,-3.0%,.,-8.2%,-6.9%
O=C1CC(SC(=Nc2ccccc2)Nc2ccccc2)C(=O)N1c1ccc(Cl)cc1 (configuration not stated),-3.1%,3.2%,2.6%,10.0%,-14.1%,-7.4%,0.4%,-4.5%
CCOc1ccc(N2CC(=O)Nc3ccccc3NCC2=O)cc1,3.6%,11.0%,-2.9%,-5.2%,?,-6.7%,7.2%,-5.3%
CC(C)OC(=O)c1cc2c(ccn2-c2ccc(F)cc2)n1CC(=O)N1CCN(C(=O)c2ccco2)CC1,-9.0%,5.7%,?,-2.9%,.,.,.,-12.1%
N#CC1=C(N)Oc2n[nH]c(-c3cccs3)c2C1c1ccoc1 (configuration not stated),3.2%,-10.4%,-22.9%,5.7%,-0.7%,0.5%,15.2%,11.4%
COC(=O)N[C@@H](CCc1ccccc1)[C@]1(C(=O)OC)CCCC1=O,0.9%,.,-0.4%,10.1%,1.5%,.,9.7%,0.1%
CC(C)(C)Cn1c(=O)[nH]c(=O)c2cc([N+](=O)[O-])cnc21,-5.0%,9.1%,-26.3%,-6.8%,-0.8%,-0.4%,-6.7%,0.3%
O=C(COc1ccccc1Cl)OCC(=O)N1CCN(S(=O)(=O)c2ccccc2)CC1,16.6%,-17.7%,?,3.2%,?,?,-23.1%,0.2%
CCc1ccc(-c2nc(CSCC(=O)N3CCN(c4ccccn4)CC3)c(C)o2)cc1,-5.6%,3.1%,?,2.3%,?,5.4%,.,-1.5%
CC(=O)Oc1cc2c(C(=O)NCCN3CCOCC3)c(C)oc2c2ccccc12,0.8%,?,-9.7%,2.4%,-3.9%,-1.3%,-4.5%,-3.6%
COC(=O)c1ccccc1NC(=O)C(C)Oc1ccccc1 (configuration not stated),-4.6%,1.2%,1.8%,1.0%,7.2%,1.9%,-2.2%,9.1%
COc1cc([N+](=O)[O-])cc(/C=N/NC(=O)CSc2nnc(-c3ccccc3)n2C)c1O,13.5%,-2.5%,20µM*,12.3%,.,.,.,10.8%
CCCOC(=O)CC1C(=O)NCCN1Cc1ccc(F)cc1 (configuration not stated),-17.5%,-9.2%,-2.3%,-2.7%,12.1%,-2.1%,-0.2%,0.5%
COC(=O)CC1=NN(c2ccccc2)C(=O)C1,.,?,-15.8%,-0.6%,?,0.8%,-1.4%,41.2%[activator]
Clc1nccnc1-c1ccccc1,-0.7%,1.4%,2.1%,-1.3%,6.2%,3.6%,13.6%,2.6%
Cc1cc2ccccc2n1CCNCc1c(C(=O)N2CCOCC2)nc2ccccn12,1.8%,-15.3%,4.1%,10.1%,.,.,.,-10.7%
Cc1nc2ccccc2c(=O)n1/N=C/c1cccnc1,-0.8%,3.1%,-4.9%,3.3%,-6.8%,-8.2%,4.4%,0.9%
CC12CC(NC(=O)N1c1ccc(C(=O)N3CCN(c4ccccn4)CC3)cc1)c1ccccc1O2 (configuration not stated),0.8%,1.7%,-0.7%,1.2%,-0.7%,8.8%,-6.4%,13.6%
CCOc1ccc(/C=N/NC2=NCCCCC2)cc1,1.2%,9.3%,-0.5%,-1.7%,-3.5%,2.6%,21.1%,8.2%
COc1ccccc1N(C)S(=O)(=O)c1ccc(C(=O)Nc2ccc3nc(C)sc3c2)cc1,3.9%,-4.6%,?,1.5%,-15.0%,-4.6%,-50.6%[inhibitor],-7.2%
CCC(=O)c1c[nH]c(C(=O)NCCc2ccccn2)c1,-6.6%,-0.9%,0.1%,-13.1%,7.3%,8.2%,26.6%,4.4%
Cc1ccccc1N/N=C1\CCCNC1=O,10.5%,-19.1%,?,9.1%,10µM*,-14.6%,7.0%,-11.6%
